# Compound activity (PubChem BioAssay)
# FXIa inh: human FXIa protease inhibitors, primary screen, biochemical, 1536-well. purified FXIa, Boc-Glu-Ala-Arg-AMC fluorogenic substrate. Coagulation factor XI (Homo sapiens), P03951. actives 0.14% (n = 220,000). inhibition, % at 5 µM. AID 798, 2007;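 active = inhibition of at least 40%; inactive = inhibition below 40%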;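 also: fluorescence of freed AMC excited at 355 nm; 0% = enzyme without compound and 100% = no enzyme blank; many of its hits are not listed in these tables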
# Thrombin inh: human alpha-thrombin inhibitors, primary screen, counter-screen for coagulation protease inhibitor project, biochemical, 1536-well, fluorogenic AMC substrate; Prothrombin (Homo sapiens), P00734; Boc-VPR-AMC fluorogenic substrate cleavage; inhibition, % at 5 µM; actives 0.26% (n = 220,000); AID 1046, 2008;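 active = inhibition at or above 40%; inactive = inhibition below 40%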;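 also: 0% = enzyme with no compound and 100% = wells without enzyme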
#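 signal = AMC fluorescence, 355/460 nm | material = human alpha-thrombin enzyme | control set = enzyme without compound as high, wells lacking enzyme as low | times = reaction at room temperature | read-out basis = percent inhibition scaled between no-compound controls and no-enzyme blanks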
# p97 inhibitor: inhibitors of human p97 ATPase, primary screen, biochemical | Transitional endoplasmic reticulum ATPase (Homo sapiens), P55072 | recombinant p97 ATPase, Kinase-Glo ATP luminescence, 3 h | inhibition, % at 8 µM | actives 0.42% (n = 220,000); in the data active = inhibition above about 15%;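 also: 0% = DMSO vehicle and 100% = wells lacking enzyme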
# Wee1 degr inh: Wee1 degradation inhibitors, primary screen, cell-based, HeLa, Wee1K328M-luciferase, luminescence; Wee1-like protein kinase (Homo sapiens), P30291; HeLa Luc-Wee1K328M stability; 100% = proteasome inhibitor MG132 effect; reporter increase, % at 5 µM; actives 1.2% (n = 220,000);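 active = activation above the mean of all tested compounds plus 3 SD, set per screening run, cut at about 8.8% in these data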;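 also: cells exposed to compound for 20 h before luminescence read; 0% = DMSO alone and 100% = MG132 at 30 µM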
# Target sequence (P30291 whole entry K328M): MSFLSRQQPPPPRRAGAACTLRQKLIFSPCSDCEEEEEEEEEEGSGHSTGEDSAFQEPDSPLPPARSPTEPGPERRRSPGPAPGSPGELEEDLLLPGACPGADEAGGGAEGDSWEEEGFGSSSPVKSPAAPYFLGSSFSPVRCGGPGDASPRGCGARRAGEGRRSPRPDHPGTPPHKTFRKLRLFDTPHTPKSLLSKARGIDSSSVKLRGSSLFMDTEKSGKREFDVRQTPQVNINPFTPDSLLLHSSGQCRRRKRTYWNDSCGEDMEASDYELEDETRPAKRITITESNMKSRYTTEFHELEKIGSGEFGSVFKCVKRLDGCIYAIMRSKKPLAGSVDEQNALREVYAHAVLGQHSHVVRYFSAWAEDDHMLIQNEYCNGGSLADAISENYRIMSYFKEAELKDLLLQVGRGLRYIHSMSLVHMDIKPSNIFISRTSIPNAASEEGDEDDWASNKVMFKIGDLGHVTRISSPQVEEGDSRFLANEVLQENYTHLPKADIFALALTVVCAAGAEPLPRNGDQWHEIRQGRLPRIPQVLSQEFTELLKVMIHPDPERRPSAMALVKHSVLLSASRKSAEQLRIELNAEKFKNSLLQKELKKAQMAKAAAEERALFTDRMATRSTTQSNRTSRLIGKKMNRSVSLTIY
# KLK5 inh: human KLK5 protease inhibitors, primary screen, biochemical, 1536-well; Kallikrein-5 (Homo sapiens), Q9Y337; inhibition, % at 5 µM; actives 0.59% (n = 210,000); recombinant hK5, fluorogenic AMC substrate cleavage;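 active = inhibition of 40% or more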;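 also: 0% = enzyme controls without compound and 100% = no-enzyme blanks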
# Target sequence (Q9Y337 67-293 limits assumed): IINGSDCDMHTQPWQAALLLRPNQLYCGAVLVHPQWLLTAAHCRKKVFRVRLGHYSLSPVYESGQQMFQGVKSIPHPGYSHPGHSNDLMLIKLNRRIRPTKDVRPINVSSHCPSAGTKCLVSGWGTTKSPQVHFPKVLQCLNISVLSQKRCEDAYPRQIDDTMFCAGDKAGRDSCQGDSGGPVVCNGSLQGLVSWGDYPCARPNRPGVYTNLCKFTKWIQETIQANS
# KCC2 mod: KCC2 cotransporter modulators, thallium flux, primary screen, cell-based, HEK293 KCC2, FluoZin-2 fluorescence, MLSMR. actives 2.2% (n = 190,000). KCC2 cells, thallium flux FluoZin-2 fluorescence. B-score of Tl+ flux slope (higher = more flux/activation; lower = inhibition) at 10 µM. Solute carrier family 12 member 5 (Homo sapiens), Q9H2X9;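 active = thallium flux slope and its plate-corrected score both differing from the plate sample mean at a set confidence after two filtering rounds, in either direction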;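 also: slope of fluorescence scaled to starting intensity during 10 to 20 s after thallium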
# PERK inh: block of dimerizer-induced PERK translation repression, primary screen, PERK inhibitor project, CHO PERK-DD cells, SEAP luminescence, HTS | Eukaryotic translation initiation factor 2-alpha kinase 3 (Homo sapiens), Q9NZJ5 | CHO PERK-DD fusion, SEAP luminescence translation reporter | inhibition, % at 5.6 µM | actives 0.17% (n = 220,000) | AID 1416, 2008;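 active = inhibition above the mean inhibition of all tested compounds plus 3 SD, set separately per screening campaign, cut at about 2.9% in these data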;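 also: PERK kinase domain activated by AP20187 dimerizer at 100 nM; 0% = DMSO with dimerizer and 100% = rapamycin at 8.4 µM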
# Furin inhibitor: human furin inhibitors, primary screen, biochemical, fluorescence intensity; actives 0.061% (n = 220,000); purified furin, fluorogenic substrate cleavage; inhibition, % at 30 µM; P09958; in the data active = inhibition above about 25%; also: inactives centre near -15
# FXIIa inh: human FXIIa protease inhibitors, primary screen, biochemical, 1536-well | Coagulation factor XII (Homo sapiens), P00748 | purified FXIIa, Boc-QGR-AMC fluorogenic substrate, 2 h | inhibition, % at 5 µM | actives 0.3% (n = 220,000); in the data active = inhibition above about 40%;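 also: 0% = enzyme with no compound and 100% = blank without enzyme; many of its hits are not listed in these tables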
# An asterisk follows results filed as active; i = inactive; / = not tested or not shown; [ ] = remark or other dose.
SMILES,FXIa inh,Thrombin inh,p97 inhibitor,Wee1 degr inh,KLK5 inh,KCC2 mod,PERK inh,Furin inhibitor,FXIIa inh
Nc1cnn(Cc2ccc(F)cc2)c1,-1,-2,2,0,0,-0.059,0.8,-28,7
CCC(=O)Nc1ccc2c(c1)nc1n2CCN(C2CCCCC2)C1,-4,-7,4,6,-3,0.4,0.2,-1,3
O=C(CN1C(=O)c2ccccc2C1=O)Nc1ccc2c(c1)OCO2,5,2,4,-1,-1,-1.3,0.1,23[20 µM],2
CCOC(=O)N1CCN(Cc2nc3c(c(=O)n(C)c(=O)n3C)n2CCCc2ccccc2)CC1,-4,-10,-7,-1,-20,/,-1.1,-6,12
Cc1c2c(n3c(nc4ccccc43)c1C#N)N(Cc1cccnc1)CC2,/,/,0,-1,/,-1.4,0.0,-21[20 µM],/
Cc1ccc(S(=O)(=O)NCCCCC(NC(=O)OC(C)(C)C)C(=O)O)cc1 (centres undefined) (tested in a mixture with another compound),2,-5,5,3,14,-0.0026,-0.1,0[20 µM],8
COc1cc(-c2nnc(SCC(=O)OC3CCCCC3)o2)cc(OC)c1OC,-9,-1,-11,0,-2,-0.0089,-0.3,2,8
CC(NCC(O)COCc1ccc(Cl)cc1)c1ccccc1 (centres undefined),-3,-11,-5,0,-1,0.51,0.2,-11,11
CCN(CC)S(=O)(=O)c1ccc(C(=O)N2CCN(CCN3C(=O)c4cccc5cccc(c45)C3=O)CC2)cc1,1,-11,5,-3,-5,0.37,0.7,-19,4
S=C(Nc1ccc2nc(-c3ccccn3)c(-c3ccccn3)nc2c1)N1CCOCC1,0,-3,0,2,5,0.13,-1.2,-2,2
Cc1nnc2ccc(-c3ccc(NC(=O)Cc4cccs4)cc3)nn12,-5,-10,4,-3,-7,/,0.4,9,-3
Cc1ccc(C(=O)NCC(=O)NCC(=O)OCC(=O)c2cccs2)cc1,-5,-2,3,-2,-4,0.52,1.0,-20,6
CCOc1ccc(C2=NNC(c3cccs3)=Nc3ccc(OCC)cc32)cc1,-3,-6,-4,-2,-24,-0.92,-0.8,2[20 µM],-3
COc1ccc(N2CCN(C(=O)CSc3nnc(-c4cccnc4)n3-c3ccccc3)CC2)cc1,1,-2,0,1,-2,0.19,-1.2,-26,11
CCc1nnc(NC(=O)CSc2nnc(-c3c[nH]c4ccccc34)n2CCOC)s1,6,3,-2,1,4,0.2,-0.3,-31,7
NNC(=O)c1ccc2c(c1)S(=O)(=O)NNC2=O,-4,2,2,1,-9,0.16,1.5,-26,7
CC(=O)c1nc2ccccc2n1CCc1ccccc1,2,-5,6,0,-6,0.065,0.2,-15,4
CCN(CC)c1ccc(/C=c2/sc3nnc(-c4ccccc4C)n3c2=O)cc1,-2,1,-1,1,1,i,-0.3,-4[20 µM],13
CCCN1C(=O)c2cc(C(=O)Nc3cccc(C(C)=O)c3)ccc2C1Nc1cccc(C(C)=O)c1 (centres undefined),0,-3,4,-2,1,-0.36,-1.3,-21,8
CCOC(=O)c1c(N)sc(C(=O)N2CCCC(C(N)=O)C2)c1C (centres undefined),/,/,-2,-2,/,/,1.0,-25,/
Cc1ccc(C)c(Nc2cc(C(=O)NCc3cccnc3)c3ccccc3n2)c1,2,0,-3,-2,1,-0.2,-2.5,-4,10
CC(C)(C)NC(=O)COC(=O)c1ccc(S(=O)(=O)N2CCCCCC2)cc1,0,-1,3,-1,-5,0.091,0.1,-20,6
c1ccc(-n2ncc3c(NCCN4CCOCC4)ncnc32)cc1,-5,-2,2,2,-7,/,0.7,-24,3
CCc1ccc(OCC(=O)N(C)CCC#N)c(Br)c1,-9,-15,-5,1,-28,-0.52,0.0,-17[20 µM],2
COc1ccc(N2CC(C(=O)OCC(=O)c3ccccc3)CC2=O)cc1 (centres undefined),1,-5,1,-1,-28,-0.69,0.6,-31[20 µM],8
ClC1=C(Cl)C(Cl)=C(Cl)C1=C/C=C/c1ccccc1,2,-7,8,4,-2,-0.024,1.4,-8,3
CCOc1ccc(C(=S)NC2CCCCC2)cc1,-3,-4,1,2,-7,/,1.0,-20[20 µM],2
CCN(CC)S(=O)(=O)c1cc(C(=O)N(C)CC(=O)Nc2ccc(Cl)cc2)ccc1Cl,7,-3,3,12*,-13,-0.85,-0.3,-15,6
COC(=O)c1cc(/C=C/c2ccccc2)on1,-4,1,0,-3,5,/,1.0,-32,-8
O=S(=O)(c1ccc(C2CCCCC2)cc1)N1CCN(c2ncccn2)CC1,7,6,1,-3,29,0.46,0.5,-18[20 µM],16
NC(=S)NN=C1C2CC3CC(C2)CC1C3,3,-6,6,-2,1,0.0027,0.1,-23,2
CCc1nn(-c2ccccc2)c2c1-c1cc(OC)c(OC)cc1C1(N2)C(=O)Nc2ccccc21 (centres undefined),3,-8,-6,2,-16,0.35,-2.8,-10[20 µM],16
Cc1ccc(C)c(NC(=O)C(Sc2nnc(-c3cccs3)o2)c2ccccc2)c1 (centres undefined),-1,20,2,1,-1,0.17,0.3,-9,-1
Cc1c(NC(=O)c2cccc(S(=O)(=O)N3CCOCC3)c2)c(=O)n(-c2ccccc2)n1C,0,0,-1,1,4,0.19,0.9,-1,13
Cc1cc(C)c(NS(=O)(=O)c2ccc(Cl)c(C(=O)O)c2)c(C)c1,2,2,1,0,-11,-1.4,0.5,-9[20 µM],13
Cn1c(SCc2nc3ccccc3[nH]2)nnc1-c1cccs1,-2,3,7,1,-7,0.79,-0.6,-22,10
O=C(CCc1nc2ccccc2c(=O)[nH]1)NC1CCN(Cc2ccccc2)CC1,-14,2,2,-3,-6,0.22,1.1,-23,5
O=C(c1cccc(C(=O)N2CCc3ccccc32)n1)N1CCc2ccccc21,-2,-2,-4,-1,-29,0.13,-1.0,-4,12
NC(N)=N/N=C/c1ccc(OCc2ccccc2)cc1,0,-1,11,-1,-2,/,0.9,-25[20 µM],10
O=C(NNC(=O)c1c(F)cccc1F)c1ccccc1-n1cccc1,0,-6,3,-1,-1,0.081,0.3,-23,5
CCc1ccc(CN(C)C(=O)CCc2nnc(CCc3cccc(OC)c3)o2)nc1,-1,-11,-3,4,3,/,0.2,-10,7
CN1/C(=C\C=Nc2cc(S(=O)(=O)N3CCOCC3)ccc2N2CCOCC2)C(C)(C)c2ccccc21,5,-2,-3,-3,-2,-1.3,0.8,11,5
O=C(NCCC1=CCCCC1)C1CCN(S(=O)(=O)c2cccc3cccnc23)CC1,0,-6,-2,3,-8,-0.68,0.0,-24,13
COc1ccc(C(=O)Nc2ccccn2)cc1,-6,-4,2,1,8,0.71,-0.3,-13[20 µM],1
CCOC(=O)Cn1cc(Cl)c(=O)c(Cl)c1,2,-6,10,2,4,0.037,1.8,-26,9
CCOC(=O)/C(C#N)=C/c1ccc(OCC(=O)Nc2ccc(OC)cc2)c(OC)c1,0,0,1,0,1,-0.21,0.5,-21[20 µM],10
Cc1ccc(S(=O)(=O)NCc2ccc(C(=O)N3CCCC3)cc2)cc1,-1,-2,-2,0,-11,0.039,-0.4,-14,11
O=C(Nc1cccs1)Nc1c(F)cc(F)cc1Br,2,-7,7,0,-19,0.14,1.0,-10,3
COc1cccc2c(=O)c(C(=O)NCc3cccs3)c[nH]c12,1,2,-2,4,1,-0.45,-0.1,-3,-1
CS(=O)(=O)Nc1cccc(C(=O)CC2(O)C(=O)Nc3ccc(Br)cc32)c1 (centres undefined),23,60*,1,0,73*,/,0.6,-8,23
CCOCCCNC(=O)c1ccccc1OC1CCN(S(C)(=O)=O)CC1,-1,-5,5,3,-2,-0.8,0.9,5,4
CCc1ccc(C2CC(c3ccc(Cl)cc3)n3nc(N)nc3N2)cc1 (centres undefined),0,-1,3,8,-3,-1.7,0.5,-27,7
O=C(/C=C/c1cccc([N+](=O)[O-])c1)N1CCN(Cc2ccc3c(c2)OCO3)CC1,3,3,6,2,-6,0.11,-0.1,-30,11
CC(NC(=O)CCSc1nc(-c2ccco2)cc(C(F)(F)F)n1)c1ccccc1 (centres undefined),3,4,0,-1,0,-0.64,-0.7,-25[20 µM],8
CCOC(=O)C(NS(=O)(=O)c1ccc(C)cc1)(C(F)(F)F)P(=O)(OCC(C)C)OCC(C)C (centres undefined),-16,-11,-3,-2,-10,1.5,-0.6,-17,-1
O=[N+]([O-])c1ccc(Sc2n[nH]c(-c3ccco3)n2)nc1,1,-4,3,0,8,/,0.7,-20,10

# One compound at a time, as listed above:
# Profile of CN1/C(=C\C=Nc2cc(S(=O)(=O)N3CCOCC3)ccc2N2CCOCC2)C(C)(C)c2ccccc21 → FXIa inh = 5; Thrombin inh = -2; p97 inhibitor = -3; Wee1 degr inh = -3; KLK5 inh = -2; KCC2 mod = -1.3; PERK inh = 0.8; Furin inhibitor = 11; FXIIa inh = 5
# Profile of CCOC(=O)c1c(N)sc(C(=O)N2CCCC(C(N)=O)C2)c1C (centres undefined) → FXIa inh = /; Thrombin inh = /; p97 inhibitor = -2; Wee1 degr inh = -2; KLK5 inh = /; KCC2 mod = /; PERK inh = 1.0; Furin inhibitor = -25; FXIIa inh = /
# Profile of O=C(CN1C(=O)c2ccccc2C1=O)Nc1ccc2c(c1)OCO2 → FXIa inh = 5; Thrombin inh = 2; p97 inhibitor = 4; Wee1 degr inh = -1; KLK5 inh = -1; KCC2 mod = -1.3; PERK inh = 0.1; Furin inhibitor = 23[20 µM]; FXIIa inh = 2

# In the list so far, these have fluorine:
SMILES,FXIa inh,Thrombin inh,p97 inhibitor,Wee1 degr inh,KLK5 inh,KCC2 mod,PERK inh,Furin inhibitor,FXIIa inh
Nc1cnn(Cc2ccc(F)cc2)c1,-1,-2,2,0,0,-0.059,0.8,-28,7
O=C(NNC(=O)c1c(F)cccc1F)c1ccccc1-n1cccc1,0,-6,3,-1,-1,0.081,0.3,-23,5
O=C(Nc1cccs1)Nc1c(F)cc(F)cc1Br,2,-7,7,0,-19,0.14,1.0,-10,3
CC(NC(=O)CCSc1nc(-c2ccco2)cc(C(F)(F)F)n1)c1ccccc1 (centres undefined),3,4,0,-1,0,-0.64,-0.7,-25[20 µM],8
CCOC(=O)C(NS(=O)(=O)c1ccc(C)cc1)(C(F)(F)F)P(=O)(OCC(C)C)OCC(C)C (centres undefined),-16,-11,-3,-2,-10,1.5,-0.6,-17,-1
